DRD3 antagonist: blocks the human D3 dopamine receptor; actives 2.5% (n = 360,000); max response, negative = inhibition, %; AID 652054; D3R cells, DiscoveRx beta-arrestin luminescence, antagonist mode; stronger effect = lower value; P35462; in the data active = max response below about -50%; inconclusive = no clear call, values can overlap the other calls; also: % is scaled to controls: 0 for no effect and ±100 for the full control effect; mostly tested at two doses, the higher about 12 µM
Target sequence (P35462 whole entry, looked up): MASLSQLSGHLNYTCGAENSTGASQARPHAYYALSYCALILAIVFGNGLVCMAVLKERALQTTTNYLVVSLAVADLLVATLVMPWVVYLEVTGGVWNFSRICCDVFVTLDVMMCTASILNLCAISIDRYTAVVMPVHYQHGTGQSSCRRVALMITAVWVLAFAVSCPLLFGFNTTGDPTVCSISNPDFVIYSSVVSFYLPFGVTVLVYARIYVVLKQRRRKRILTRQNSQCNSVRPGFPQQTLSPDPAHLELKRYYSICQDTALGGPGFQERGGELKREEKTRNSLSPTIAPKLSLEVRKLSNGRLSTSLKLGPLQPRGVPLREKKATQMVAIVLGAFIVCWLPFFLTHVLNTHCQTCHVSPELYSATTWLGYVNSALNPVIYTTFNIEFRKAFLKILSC
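Cells expressing the human receptor were seeded at 1500 cells/well, incubated overnight at 37 degrees C in 5% CO2, then exposed to library compounds with dopamine controls for 90 minutes at 37 degrees C before luminescent detection.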
GLP-1R inv ag: acts as inverse agonist at human GLP-1 receptor; P43220; HEK293 GLP-1R CRE-luciferase, luminescence, 24 h; GLP-1R form is constitutively active; Potency, µM (series often up to 38.3 µM), for inactives: top-dose activity change, negative = inhibition, usual class: inhibitors; actives 1.6% (n = 410,000); also: potency is read from the fitted curve at half-maximal effect; % is scaled to controls: 0 for no effect and ±100 for the full control effect; nearly all actives have a fitted effect of over 55% in size
Target sequence (P43220 whole entry, looked up): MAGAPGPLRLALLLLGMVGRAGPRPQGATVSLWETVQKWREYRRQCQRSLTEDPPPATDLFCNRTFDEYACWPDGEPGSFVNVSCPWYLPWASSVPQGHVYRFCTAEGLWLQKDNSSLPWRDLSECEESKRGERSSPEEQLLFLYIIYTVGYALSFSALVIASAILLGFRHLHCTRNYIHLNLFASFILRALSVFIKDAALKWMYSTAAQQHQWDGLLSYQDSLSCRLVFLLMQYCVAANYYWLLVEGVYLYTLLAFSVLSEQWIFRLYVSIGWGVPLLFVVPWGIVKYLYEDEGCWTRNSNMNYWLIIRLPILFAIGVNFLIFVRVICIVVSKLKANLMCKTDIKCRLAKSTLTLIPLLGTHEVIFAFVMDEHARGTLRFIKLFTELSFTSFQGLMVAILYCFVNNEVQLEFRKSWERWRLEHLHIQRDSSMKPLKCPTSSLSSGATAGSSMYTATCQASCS
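Luminescence readout: a drop in cAMP-driven luciferase signal flags inverse agonism at a constitutively active GLP-1R stably expressed in HEK293. Compound exposure lasted 24 hr at 37 deg C, 5% CO2.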
FUS yeast rescue: rescues growth of FUS-expressing yeast. S. cerevisiae FUS-expressing, growth rescue, OD600, 24 h. Potency, µM (highest dose often 76.6 µM), inactives show at the top dose growth rescue (activation), usual class: activators. AID 1347120. actives 0.24% (n = 390,000);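 also: potency is read from the fitted curve at half-maximal effect; plate controls were DMSO vehicle for no effect and reference control for full effect; nearly all actives have a fitted effect of over 55% in size; some results filed as inactive show a strong effect at the top dose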
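Cultures pregrown in 2.5% raffinose medium are shifted to minimal medium containing 2% galactose to express toxic FUS. Compounds are tested at several concentrations. After 24hr at 30C, growth is quantified at 600 nm absorbance.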
aSyn rescue: alpha-synuclein toxicity inhibition in yeast. AID 652106. actives 0.14% (n = 370,000). Potency, µM (series often up to 46.1 µM), without a hit: top-dose growth rescue (activation), usual class: activators. Yeast expressing alpha-synuclein, growth rescue, BacTiter-Glo, 24 h; also: potency is read from the fitted curve at half-maximal effect; % of control where 0% means no effect; nearly all actives have a fitted effect of over 65% in size
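Screening used galactose-induced yeast with toxic alpha-synuclein levels, exposed to compound for 24 hr at 30 deg C. Cell growth, read with BacTiter-Glo luminescence, gave the measured signal.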
GLP-1R agonist: activates the human GLP-1 receptor. P43220. HEK293 GLP-1R CRE-luciferase, luminescence, 4-6 h; cells express a hypersensitive GLP-1R form. Potency, µM (doses to about 45.6 µM), without a hit: at the top dose activation, usual class: activators. actives 0.007% (n = 380,000). AID 624172; also: potency is read from the fitted curve at half-maximal effect; % of control where 0% means no effect
PTHR1 agonist: activates the human parathyroid hormone receptor PTHR1; Q03431; actives 0.075% (n = 410,000); HEK293 GP2 PTHR1 cells, GloSensor cAMP luminescence, 1 h; Potency, µM (top dose mostly 115 µM), for the others: at the highest dose activation, actives largely listed as activators; also: potency is read from the fitted curve at half-maximal effect; nearly all actives have a fitted effect of over 55% in size; some results filed as inactive show a strong effect at the top dose; inactives centre near -15; many of its hits are not listed in these tables
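HEK-293-derived GP2 cells expressing PTHR1 and a GloSensor cAMP reporter, 3,000/well, plated overnight, given luciferin plus IBMX (each 0.5 mM as added) for 1 h at 37 °C, then compound for 1 h at 37 °C. Luminescence was read after 15 min at room temperature.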
Abeta rescue: restores growth of yeast expressing A-beta42 peptide | yeast expressing A-beta42, growth rescue, OD600, 48 h; response scale: 0% DMSO, 100% iron-clioquinol control | Potency, µM (doses to about 46.1 µM), without a hit: top-dose growth rescue, usual class: activators | actives 0.063% (n = 410,000); also: potency is read from the fitted curve at half-maximal effect; nearly all actives have a fitted effect of over 55% in size
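Yeast growth medium received pinned compounds, then yeast cells expressing toxic A-beta were added; plates incubated at 30 C for 48 hr. Growth read as absorbance at 600 nm, normalized to DMSO and equimolar FeCl3 plus clioquinol controls.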
TDP43 rescue: inhibitors of TDP-43 toxicity in yeast; TDP-43 expressing yeast growth rescue, BacTiter-Glo, 24 h; actives 1.8% (n = 410,000); Potency, µM (doses to about 46.1 µM), inactives show at the highest dose growth rescue (activation), actives largely listed as activators; also: potency is read from the fitted curve at half-maximal effect; % of control where 0% means no effect; nearly all actives have a fitted effect of over 50% in size
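Yeast cells expressing TDP-43 under galactose induction are exposed to compounds for 24 hr at 30 deg C. BacTiter-Glo luminescence measures growth, so protective compounds score as activators.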
Akt phos inh: Akt phosphorylation inhibition; Neuro2A IGF-stimulated pAkt S473 HTRF, 20 min; stronger effect = lower value; activity change, % for hits at 50 µM; actives 0.32% (n = 360,000); in the data active = activity change below about -80%; inconclusive = mostly about -51% to -80%; also: % is scaled to controls: 0 for no effect and ±100 for the full control effect
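Single-point screen (50 µM final compound) in Neuro2A cells stimulated 20 min with 6 nM IGF at 37 deg C. After lysis, Ser473-phosphorylated Akt read by HTRF (ex 330 nm, em 615/665 nm) as the 665/615 ratio.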
An asterisk follows results filed as active; i = inactive; ? = inconclusive; / = no result given; [ ] = another dose, or the depositor's remark. Unless noted, calls follow the shape of the dose curve; as a rule, active = well fitted curve in the direction sought with a large enough effect; inconclusive = small, poorly fitted or top-dose-only effect, or another doubt; inactive = no such curve, though single readings can be large; an effect the other way counts as inactive or inconclusive.

Results follow in this order: Abeta rescue	TDP43 rescue	DRD3 antagonist	PTHR1 agonist	aSyn rescue	GLP-1R inv ag	GLP-1R agonist	Akt phos inh	FUS yeast rescue
> CN1c2ccccc2C(=O)C(=C2SCCCS2)S1(=O)=O
    -10%	?	25	-27%	16%	-3%	-3%	i	21%
> O=C(NCC1CC1)C1(C(F)(F)F)CC(CCCO)CCCO1 (configuration not stated)
    2%	5%	0	i	1%	3%	10%	i	-5%
> COc1ccc(CN2CCN(C(=O)CCC(=O)c3ccc(C)s3)CC2)cc1OC
    5%	30%	0	-34%[inhibitor]	-1%	17%	-11%	i	/
> CCOc1ccc(/C=C(/NC(=O)c2ccccc2Cl)C(=O)O)cc1
    -7%	-4%	-2	-2%	0%	2%	5%	i	2%
> Cn1cnnc1SC(C(=O)Nc1ccc(F)cc1)c1ccccc1 (configuration not stated)
    12%	0%	0	i	-3%	0%	-7%	/	-9%
> O=C(c1cc(COc2cccc(C(F)(F)F)c2)on1)N1C[C@@H]2CCC[C@H]1C2
    -6%	?	13	-45%[inhibitor]	1%	?	3%	i	43%
> CC(=O)NC1CC2CCCC(C1)N2C(=O)Nc1ccc(Cl)c(C(F)(F)F)c1 (configuration not stated)
    11%	4%	-11	i	1%	?	0%	i	12%
> CN(c1cccc(NS(=O)(=O)c2cccs2)c1)S(C)(=O)=O
    10%	10%	5	i	-10%	-24%	-8%	i	-38%
> CCn1c(=O)c2cc(C(=O)Nc3cccc(C(F)(F)F)c3)sc2c2ccccc21
    -14%	4%	/	-6%	/	0%	-2%	/	-14%
> Cc1cccc(NC(=O)CCc2c(C)nn(-c3ccc(N4CCCCC4)nn3)c2C)c1
    /	21%	8	-25%	0%	?	9%	i	?
> CCn1c(=O)c(C(=O)Nc2ccccc2)c(O)c2ccccc21
    2%	1%	-7	-19%	-1%	5%	3%	i	3%
> COc1cc(C(C)=O)cc(OC)c1O
    -4%	12%	-13	-17%	1%	-8%	5%	i	-16%
> Cc1cc(S(=O)(=O)N2CCN(c3ccccc3F)CC2)ccc1-n1cnnn1
    6%	-3%	0	-6%	5%	?	2%	i	?
> O=C(NCC1CCN(C(=O)c2cccc([N+](=O)[O-])c2)CC1)c1cccc([N+](=O)[O-])c1
    -4%	-5%	-13	i	1%	2%	9%	i	-16%
> Cc1ccc(NS(=O)(=O)c2c(C(=O)N3CCCCCC3)c(C)n(C)c2C)cc1F
    -7%	12%	/	-17%	/	1%	/	/	?
> Cc1cc(C)cc(C(=O)OCC(=O)NC2CCCC2)c1
    3%	2%	-9	-5%	0%	-18%	-2%	i	10%
> Cc1cccc(-n2c(SCc3cc(=O)n4ccsc4n3)nc3ccccc3c2=O)c1
    3%	-3%	50	-47%[inhibitor][57.5 µM]	-7%	5%	-6%	i	-13%
> O=C(CSc1nc2ccccc2o1)NC(=O)NCc1ccco1
    12%	13%	-9	-20%[57.5 µM]	-3%	2%	2%	i	11%
> COC(=O)c1sc(N2C(=O)c3oc4ccccc4c(=O)c3C2c2ccc(O)cc2)nc1C (configuration not stated)
    -9%	15%	/	i	/	8%	/	/	29%
> CC(C)N(Cc1ccccc1)c1ncnc2c1nnn2C
    2%	0%	/	8%	/	10%	/	/	-3%
> CC1=NN(C(N)=S)C(=O)C1N=Nc1c(C)cc(C)cc1C (configuration not stated)
    -4%	?	-14	-7%	-24%	?	-2%	i	12%
> CC1(C)N=C(N)NC(Nc2ccccc2)=N1
    22%	0%	11	i	-3%	0%	-10%	i	11%
> Cc1ccn2c(C(=O)c3ccc(Cl)cc3)cnc2c1
    -10%	0%	30	-16%[57.5 µM]	5%	-27%	5%	i	4%
> O=C(NCC(c1cccs1)N1CCOCC1)c1cc2ccccc2oc1=O (configuration not stated)
    14%	7%	-16	-35%[inhibitor]	?	6%	-2%	i	-13%
> O=C(N/N=C/c1ccoc1)c1ccc(Cl)cc1
    4%	-2%	-24	-11%	-6%	4%	-3%	i	40%
> CC(C)CNC(=O)c1nn(Cc2ccccc2)c(=O)c2ccccc12
    -3%	-10%	23	i	0%	?	14%	i	22%
> CCN(CC)C(=O)Cn1cc(C(=O)C(=O)N2CCN(c3ccccc3)CC2)c2ccccc21
    1%	-16%	-9	i	1%	-3%	-2%	i	14%
> O=C(CCNC(=O)Cn1ccc2ccccc2c1=O)NCc1ccccn1
    7%	17%	13	i	8%	12%	-2%	i	1%
> OCc1cccc(-c2csc(C(O)c3ccccc3)n2)c1 (configuration not stated)
    5%	?	7	-69%[inhibitor]	13%	-25%	1%	i	-24%
> Cc1cc(C(=O)Cn2nnc3ccccc3c2=O)c(C)n1-c1c(C)n(C)n(-c2ccccc2)c1=O
    -1%	-17%	-8	i	6%	8%	-2%	i	8%

Profiles from above:
O=C(CCNC(=O)Cn1ccc2ccccc2c1=O)NCc1ccccn1 across the screens: Abeta rescue: 7%; TDP43 rescue: 17%; DRD3 antagonist: 13; PTHR1 agonist: i; aSyn rescue: 8%; GLP-1R inv ag: 12%; GLP-1R agonist: -2%; Akt phos inh: i; FUS yeast rescue: 1%
CC1=NN(C(N)=S)C(=O)C1N=Nc1c(C)cc(C)cc1C (configuration not stated) across the screens: Abeta rescue: -4%; TDP43 rescue: ?; DRD3 antagonist: -14; PTHR1 agonist: -7%; aSyn rescue: -24%; GLP-1R inv ag: ?; GLP-1R agonist: -2%; Akt phos inh: i; FUS yeast rescue: 12%

(list continues)
Results follow in this order: Abeta rescue	TDP43 rescue	DRD3 antagonist	PTHR1 agonist	aSyn rescue	GLP-1R inv ag	GLP-1R agonist	Akt phos inh	FUS yeast rescue
> Cc1cc(C)cc(-n2c(C)c3c(C)nnc(C)c3c2C)c1
    9%	-10%	-23	-44%[inhibitor]	4%	-8%	-2%	i	/
> CCOC(=O)c1ccc(NC(=O)Cc2cccs2)cc1
    10%	17%	-2	-10%	6%	-43%	-4%	i	-18%
> O=C(c1cnc2ccccn2c1=O)N1CCc2ccccc21
    -4%	-23%	-19	?	0%	0%	2%	i	-6%
> CC1CCCN1CC#CC(O)(c1ccccc1)c1ccccc1 (configuration not stated)
    -6%	2%	6	i	0%	?	5%	i	-5%
> COc1cc(/C=C2/C(=O)NN(c3cccc(C)c3)C2=O)ccc1OC(=O)c1ccco1
    15%	-23%	3	-12%	-1%	?	-4%	i	58%
> Cc1ccc(NC(N)=S)cc1
    8%	11%	1	i	1%	5%	-2%	i	-15%
> C/C=C/c1ccc(OCCCCOc2ccc(OC)cc2)c(OC)c1
    0%	6%	-1	-14%	-5%	?	8%	i	-2%
> CN(CC(=O)NCCc1ccc(S(N)(=O)=O)cc1)CC(=O)Nc1ccc(F)c(F)c1F
    5%	-13%	3	i	0%	6%	7%	i	0%
> O=C(COC(=O)c1cnccn1)Nc1ccc(Cl)cn1
    -6%	-3%	8	-27%	-1%	24%	8%	i	20%
> Nc1nonc1-n1nnc(C(=O)N/N=C/C=C/c2ccccc2)c1CSC1=NCCS1
    7%	9%	-50*	-28%	-5%	7.9µM*	1%	i	2%
> O=C(CCC(=O)c1ccccc1)Nc1ccccc1
    -13%	-5%	-21	-23%	1%	8%	5%	i	10%
> COC(=O)c1ccc(CC(=O)c2ccc(O)cc2O)o1
    7%	4%	107	-24%[57.5 µM]	-1%	11%	-7%	i	8%
> COc1cc(C(=O)Nc2ccc3c(c2)CCCN3C(=O)c2ccco2)c([N+](=O)[O-])cc1OC
    6%	4%	-15	-12%	-3%	2%	11%	i	41%
> Cc1ccsc1C1CC(=O)NC2=C1C(=O)CC(C)(C)C2 (configuration not stated)
    -10%	-7%	0	-1%	-5%	1%	6%	i	-6%
> Nc1nc(-c2nc3ccccc3[nH]2)cs1
    7%	-7%	?	-21%[57.5 µM]	-8%	-13%	-13%	i	-5%
> CC(C)[C@H](NC(=O)C1CCN(C(=O)[C@@H]2CCCN2)CC1)C(=O)NCc1ccc(F)cc1
    -8%	11%	-19	-12%	1%	0%	-1%	i	-9%
> CCOC(=O)c1ccc(N2C(=O)c3n[nH]c(-c4ccco4)c3C2c2ccc([N+](=O)[O-])cc2)cc1 (configuration not stated)
    -4%	22%	-22	-34%[inhibitor]	-6%	7.1µM*	-10%	i	/
> Cc1cccn2c(=O)c(/C=N/O)c(N3CCCC3)nc12
    8%	-8%	-17	-10%[57.5 µM]	16%	-2%	-1%	i	6%
> COc1ccc(C2=CCC3CCCCN3C2)cc1OC (configuration not stated)
    -5%	-1%	1	-18%	0%	-13%	-1%	i	-18%
> O=C(NCc1cccc(F)c1)Nc1nnc([C@@H]2C[C@H](O)[C@@H](CO)O2)s1
    -9%	7%	-17	-12%	-3%	-8%	-4%	i	-38%
> O=C(O)c1c(CNCc2cccc(F)c2)c2ccccc2n1Cc1ccccc1
    -13%	24%	/	4%	/	-21%	/	/	25%
> O=C(NCC1COc2ccccc2O1)c1cccc(S(=O)(=O)N2CCOCC2)c1 (configuration not stated)
    14%	24%	-61*	-29%	-8%	-14%	0%	i	8%
> CCn1c(Oc2ccccc2)nc2c1c(=O)n(C)c(=O)n2C
    3%	9%	-3	?	2%	-14%	-2%	i	4%
> CC(=O)Nc1cccc(NC(=O)COc2ccc3c(c2)OCO3)c1
    ?	-13%	-10	-46%[inhibitor]	-4%	2%	19%	i	18%
> COc1ccccc1-c1nnc(SCC(=O)NCc2c(C)c(Cl)cc(C(C)C)c2O)o1
    18%	-27%	22	i	21%	?	-1%	i	20%

From PubChem

Some of the compounds tested; count on the stated rates, not on these rows.
